Bioassay records as filed in PubChem.
MC4R antag cAMP = human MC4R antagonism in cAMP assay; P32245; MC4R-expressing cells, MTII-stimulated cAMP, LANCE TR-FRET; inhibition, % at 6.5 µM; hit rate 0.48% among 360,000;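 active means inhibition above its plate's cutoff, the mean of tested wells on that plate plus 3 SD, cut at about 29% in these data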;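 further: 0% = Melanotan II alone and 100% = Melanotan II plus saturating MCL0020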
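material = U2OS cells stably expressing human melanocortin 4 receptor (MC4R) | also added = Melanotan II challenge | dosing = single nominal compound dose of 6.5 µM | detection = TR-FRET with Eu-cAMP and labeled anti-cAMP, 671 nm | replication = singlicate | timing = compound 30 min, challenge 1 h, detection 1 h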
MC4R barr agon = activates human MC4R beta-arrestin recruitment; U2OS MC4R beta-arrestin complementation, luminescence; percent of melanotan II response, DMSO zero; activation, % at 8.9 µM; hit rate 0.98% among 360,000; AID 540308;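 active means activation above a per-plate cutoff, the mean activation of sample wells on that plate plus 3 SD, cut at about 8% in these data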
ABHD5-PLIN5 inh = blocks binding of human ABHD5 to perilipin-5; Q00G26+Q8WTS1; hit rate 0.78% among 360,000; Split G. princeps luciferase complementation, luminescence, 4 h; inhibition, % at 4 µM; AID 602281;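 active means inhibition above the mean inhibition across every tested compound plus 3 SD, cut at about 22% in these data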;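 further: 0% = DMSO only wells and the 100% control is not disclosed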
NCOA2 inhibitor = human SRC2 (NCOA2) inhibition | inhibition, % at 9 µM | hit rate 0.17% among 370,000 | HEK293 GAL4-SRC2 luciferase reporter, luminescence;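 active means inhibition above the mean inhibition of all tested compounds plus 3 SD, set per campaign, cut at about 52% in these data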;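 further: 0% = DMSO treated cells and 100% = cells given Gossypol at 36 µM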
COUP-TFII inh = inhibitors of human COUP-TFII (NR2F2); inhibition, % at 8.6 µM; P24468; HEK293T NGFI-A luciferase reporter, luminescence; hit rate 0.7% among 370,000;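 active means inhibition above a per-plate cutoff, mean inhibition of test wells between control levels plus 3 SD, cut at about 38% in these data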;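 further: cells cotransfected with COUP-TFII expression vector driving the NGFI-A reporter; 0% = median of COUP-TF2 test wells and 100% = reporter-only cells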
TLR9-MyD88 inh = inhibitors of human TLR9-MyD88 binding; Q9NR96+Q99836; CHO BLA complementation TLR9-MyD88, CCF4 FRET ratio; inhibition, % at 4.98 µM; hit rate 0.21% among 340,000;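 active means inhibition above the mean over all tested compounds plus 3 SD, cut at about 21% in these data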;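 further: 0% = DMSO only wells and 100% = clavulanate BLA inhibitor control wells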
NR5A2 inv ag = inverse agonists of human LRH-1 (NR5A2); O00482; HEK293T StAR-luciferase reporter, LRH-1 transfected, 24 h; inhibition, % at 3.6 µM; hit rate 0.13% among 360,000;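 active means inhibition above the mean inhibition of all tested compounds plus 3 SD, cut at about 73% in these data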;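 further: 0% = DMSO wells and 100% = reporter-only cells lacking LRH-1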
Target sequence (O00482 whole entry, looked up): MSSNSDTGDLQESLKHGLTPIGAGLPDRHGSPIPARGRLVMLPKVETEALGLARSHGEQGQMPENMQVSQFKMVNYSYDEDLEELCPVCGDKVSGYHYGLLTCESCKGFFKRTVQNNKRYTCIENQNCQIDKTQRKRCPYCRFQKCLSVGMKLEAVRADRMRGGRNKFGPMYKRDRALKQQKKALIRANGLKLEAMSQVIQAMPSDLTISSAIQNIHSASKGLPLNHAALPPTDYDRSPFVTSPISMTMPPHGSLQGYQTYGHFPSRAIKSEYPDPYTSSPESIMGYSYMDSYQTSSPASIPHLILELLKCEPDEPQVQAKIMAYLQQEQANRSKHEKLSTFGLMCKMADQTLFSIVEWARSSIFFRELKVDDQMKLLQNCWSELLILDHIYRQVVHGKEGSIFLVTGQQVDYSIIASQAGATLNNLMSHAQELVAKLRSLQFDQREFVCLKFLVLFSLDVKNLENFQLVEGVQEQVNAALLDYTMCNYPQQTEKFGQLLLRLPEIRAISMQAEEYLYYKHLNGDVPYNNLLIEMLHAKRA
LMP1 NFkB inh = inhibitors of Epstein-Barr LMP1-induced NF-kappaB reporter; AID 504558; inhibition, % at 12.5 µM; LMP1-induced NF-kappaB luciferase reporter cells, luminescence; hit rate 0.69% among 350,000; in the data active means inhibition above about 41%;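 further: 0% = neutral control wells and 100% = reference inhibitor control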
SRC1 inh = inhibitors of human steroid receptor coactivator 1 (SRC1); hit rate 0.12% among 360,000; inhibition, % at 3.6 µM; Q15788; HEK293 GAL4-SRC1 luciferase reporter, luminescence;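 active means inhibition above the campaign mean plus 3 SD, with each screening campaign given its own cutoff, cut at about 60% in these data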;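 further: 0% = DMSO treated cells and 100% = gossypol at 36 µM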
NOD2 RIPK2 PPI = blocks binding of human NOD2 to RIPK2; CHO BLA complementation NOD2-RIPK2, CCF4 ratio; O43353; inhibition, % at 4.98 µM; hit rate 0.38% among 360,000; in the data active means inhibition above about 21%;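 further: 0% = vehicle only and 100% = reference blocker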
Target sequence (O43353 whole entry, looked up): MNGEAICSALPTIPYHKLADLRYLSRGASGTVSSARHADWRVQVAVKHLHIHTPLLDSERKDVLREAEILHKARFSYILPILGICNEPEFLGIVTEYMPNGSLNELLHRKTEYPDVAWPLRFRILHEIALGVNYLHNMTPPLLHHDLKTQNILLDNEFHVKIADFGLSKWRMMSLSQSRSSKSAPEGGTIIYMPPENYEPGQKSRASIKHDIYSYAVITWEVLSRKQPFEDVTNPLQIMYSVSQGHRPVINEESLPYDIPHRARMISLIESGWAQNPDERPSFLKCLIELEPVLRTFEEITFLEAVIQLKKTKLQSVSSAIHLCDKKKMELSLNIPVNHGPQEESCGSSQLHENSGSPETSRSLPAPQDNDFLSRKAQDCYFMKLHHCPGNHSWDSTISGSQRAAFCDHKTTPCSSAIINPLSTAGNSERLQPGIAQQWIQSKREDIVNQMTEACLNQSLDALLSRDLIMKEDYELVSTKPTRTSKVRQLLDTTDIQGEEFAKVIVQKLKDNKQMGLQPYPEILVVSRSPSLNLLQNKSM
NCOA3 inh = inhibits human SRC3 coactivator; Q9Y6Q9; HEK293 GAL4-SRC3 luciferase reporter, luminescence; inhibition, % at 3.6 µM; hit rate 0.17% among 360,000; AID 588352;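 active means inhibition above a per-campaign cutoff, the mean of all compounds plus 3 SD, cut at about 60% in these data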;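 further: 0% = DMSO-treated cells and 100% = gossypol-treated cells at 36 µM; higher means less SRC3-driven luciferase light from the GAL4 reporter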
The depositor's hits bear a star.

How did O=C(Nc1cccc(Br)c1)C1CC(=O)N(C2CCCC2)C1 (configuration not stated) do in these assays?
MC4R antag cAMP: 6; MC4R barr agon: -0.1; ABHD5-PLIN5 inh: 9; NCOA2 inhibitor: 17; COUP-TFII inh: 10; TLR9-MyD88 inh: -5; NR5A2 inv ag: 9; LMP1 NFkB inh: 6; SRC1 inh: 4; NOD2 RIPK2 PPI: -8; NCOA3 inh: 3

How did O=C(C1CCCN(S(=O)(=O)c2cccc3nonc23)C1)N1CCC(Cc2ccccc2)CC1 (configuration not stated) do in these assays?
MC4R antag cAMP: 15; MC4R barr agon: 0.7; ABHD5-PLIN5 inh: -4; NCOA2 inhibitor: 15; COUP-TFII inh: 8; TLR9-MyD88 inh: -18; NR5A2 inv ag: -8; LMP1 NFkB inh: 11; SRC1 inh: -7; NOD2 RIPK2 PPI: -3; NCOA3 inh: 7

Results for CCCc1cc(-c2nc(-c3ccc(C)cc3)cs2)ccn1 ?
MC4R antag cAMP: -6; MC4R barr agon: 1.4; ABHD5-PLIN5 inh: -15; NCOA2 inhibitor: -7; COUP-TFII inh: -5; TLR9-MyD88 inh: -10; NR5A2 inv ag: -15; LMP1 NFkB inh: -12; SRC1 inh: -4; NOD2 RIPK2 PPI: -5; NCOA3 inh: -17

How did CCn1c(/C=C/c2cc(Br)ccc2O)nc2ccccc2c1=O do in these assays?
MC4R antag cAMP: 6; MC4R barr agon: 0.9; ABHD5-PLIN5 inh: 0; NCOA2 inhibitor: 14; COUP-TFII inh: 7; TLR9-MyD88 inh: 6; NR5A2 inv ag: 4; LMP1 NFkB inh: -21; SRC1 inh: -7; NOD2 RIPK2 PPI: 9; NCOA3 inh: -3

What do the screens show for `O=C(c1cc(COc2ccc(F)cc2Cl)on1)N1CCC(c2ccncc2)CC1`?
MC4R antag cAMP: 7; MC4R barr agon: -0.8; ABHD5-PLIN5 inh: 3; NCOA2 inhibitor: 11; COUP-TFII inh: 39*; TLR9-MyD88 inh: 2; NR5A2 inv ag: 17; LMP1 NFkB inh: -18; SRC1 inh: 1; NOD2 RIPK2 PPI: -7; NCOA3 inh: 13

What do the screens show for `COc1cc(N)c2ncsc2c1`?
MC4R antag cAMP: -3; MC4R barr agon: -0.4; ABHD5-PLIN5 inh: -1; NCOA2 inhibitor: 6; COUP-TFII inh: 19; TLR9-MyD88 inh: -1; NR5A2 inv ag: 36; LMP1 NFkB inh: 0; SRC1 inh: -19; NOD2 RIPK2 PPI: 1; NCOA3 inh: -20

Results for Cc1ccc(C(C)C)c(OCC(=O)NNC(=O)C2CSC3(C)CCC(=O)N23)c1 (configuration not stated) ?
MC4R antag cAMP: 2; MC4R barr agon: -2.0; ABHD5-PLIN5 inh: -10; NCOA2 inhibitor: 8; COUP-TFII inh: 11; TLR9-MyD88 inh: -11; NR5A2 inv ag: -10; LMP1 NFkB inh: 2; SRC1 inh: -18; NOD2 RIPK2 PPI: -4; NCOA3 inh: -41

Results for O=C(NC1CCCCC1)C1CCCN1S(=O)(=O)c1cccc2nsnc12 (configuration not stated) ?
MC4R antag cAMP: 3; MC4R barr agon: -1.5; ABHD5-PLIN5 inh: -6; NCOA2 inhibitor: 10; COUP-TFII inh: 19; TLR9-MyD88 inh: 1; NR5A2 inv ag: -1; LMP1 NFkB inh: -14; SRC1 inh: -3; NOD2 RIPK2 PPI: -3; NCOA3 inh: -22

How did COC(=O)c1nn(-c2ccc3c(c2)CCN3C(C)=O)cc1O do in these assays?
MC4R antag cAMP: -3; MC4R barr agon: -1.9; ABHD5-PLIN5 inh: 0; NCOA2 inhibitor: 41; COUP-TFII inh: 9; TLR9-MyD88 inh: 3; NR5A2 inv ag: -50; LMP1 NFkB inh: 55*; SRC1 inh: -1; NOD2 RIPK2 PPI: 3; NCOA3 inh: 3

What do the screens show for `COCCn1c(C)cc(/C=C2\NC(=S)N(C)C2=O)c1C`?
MC4R antag cAMP: -4; MC4R barr agon: -1.4; ABHD5-PLIN5 inh: -5; NCOA2 inhibitor: 15; COUP-TFII inh: -2; TLR9-MyD88 inh: 2; NR5A2 inv ag: 0; LMP1 NFkB inh: -1; SRC1 inh: 5; NOD2 RIPK2 PPI: -15; NCOA3 inh: -7

Results for Cc1c(NC(=O)c2cccc(NS(C)(=O)=O)c2)c(=O)n(-c2ccccc2)n1C ?
MC4R antag cAMP: 14; MC4R barr agon: -1.2; ABHD5-PLIN5 inh: 1; NCOA2 inhibitor: 7; COUP-TFII inh: -14; TLR9-MyD88 inh: 0; NR5A2 inv ag: -2; LMP1 NFkB inh: 1; SRC1 inh: 6; NOD2 RIPK2 PPI: -5; NCOA3 inh: 6

What do the screens show for `CCCCc1nc2cc(C(=O)N3CCCC(OCCC)C3)ccc2o1` (configuration not stated)?
MC4R antag cAMP: 10; MC4R barr agon: -0.2; ABHD5-PLIN5 inh: -1; NCOA2 inhibitor: -54; COUP-TFII inh: -8; TLR9-MyD88 inh: -20; NR5A2 inv ag: -50; LMP1 NFkB inh: -32; SRC1 inh: -47; NOD2 RIPK2 PPI: -5; NCOA3 inh: -50

How did O=C(OCn1nnc2ccccc2c1=O)c1cn(-c2ccccc2)nc1-c1cccnc1 do in these assays?
MC4R antag cAMP: 10; MC4R barr agon: -1.4; ABHD5-PLIN5 inh: -1; NCOA2 inhibitor: 11; COUP-TFII inh: 9; TLR9-MyD88 inh: -9; NR5A2 inv ag: 8; LMP1 NFkB inh: 14; SRC1 inh: -7; NOD2 RIPK2 PPI: 4; NCOA3 inh: 11

How did C/C(CC(=O)N(C(C)C)C(C)C)=N\NC(=O)COc1ccc(Cl)cc1Cl do in these assays?
MC4R antag cAMP: 9; MC4R barr agon: 4.8; ABHD5-PLIN5 inh: -7; NCOA2 inhibitor: -10; COUP-TFII inh: 12; TLR9-MyD88 inh: 2; NR5A2 inv ag: -2; LMP1 NFkB inh: 3; SRC1 inh: 6; NOD2 RIPK2 PPI: 2; NCOA3 inh: 3

Results for Cc1ccc(-c2noc(CCC(=O)N(C)c3ccccc3C)n2)cc1 ?
MC4R antag cAMP: -2; MC4R barr agon: -1.4; ABHD5-PLIN5 inh: 1; NCOA2 inhibitor: -1; COUP-TFII inh: 9; TLR9-MyD88 inh: -3; NR5A2 inv ag: 18; LMP1 NFkB inh: -5; SRC1 inh: 3; NOD2 RIPK2 PPI: 7; NCOA3 inh: 20

Results for CCC(CC)c1nnc(NC(=O)CSCC(=O)Nc2cc(C)on2)s1 ?
MC4R antag cAMP: -4; MC4R barr agon: -1.2; ABHD5-PLIN5 inh: -7; NCOA2 inhibitor: -22; COUP-TFII inh: 5; TLR9-MyD88 inh: -8; NR5A2 inv ag: 8; LMP1 NFkB inh: 5; SRC1 inh: -16; NOD2 RIPK2 PPI: -7; NCOA3 inh: 15

How did O=C(O)C1c2ccccc2C(=O)N(Cc2ccc(F)cc2)C1c1ccncc1 (configuration not stated) do in these assays?
MC4R antag cAMP: -1; MC4R barr agon: 2.0; ABHD5-PLIN5 inh: 5; NCOA2 inhibitor: 14; COUP-TFII inh: 6; NR5A2 inv ag: 16; SRC1 inh: 0; NOD2 RIPK2 PPI: 2; NCOA3 inh: 4

How did O=C1CC(c2ccccc2)=C(c2ccccc2)C1 do in these assays?
MC4R antag cAMP: 14; MC4R barr agon: 1.2; ABHD5-PLIN5 inh: 5; NCOA2 inhibitor: -34; COUP-TFII inh: -6; TLR9-MyD88 inh: -9; NR5A2 inv ag: 0; LMP1 NFkB inh: -10; SRC1 inh: -1; NOD2 RIPK2 PPI: -9; NCOA3 inh: -16

Results for CCCCCC(=O)N1C[C@H](n2cc(COC(=O)c3ccccc3)nn2)[C@@H](O)C[C@@H]1c1ccc(OC)cc1 ?
MC4R antag cAMP: 2; MC4R barr agon: 1.6; ABHD5-PLIN5 inh: -9; NCOA2 inhibitor: 11; COUP-TFII inh: 8; TLR9-MyD88 inh: -2; NR5A2 inv ag: 14; LMP1 NFkB inh: 3; SRC1 inh: 0; NOD2 RIPK2 PPI: -2; NCOA3 inh: -11

Results for O=C(NC(=S)NC1CCS(=O)(=O)C1)c1cccs1 (configuration not stated) ?
MC4R antag cAMP: 2; MC4R barr agon: -1.6; ABHD5-PLIN5 inh: 0; NCOA2 inhibitor: -3; COUP-TFII inh: 5; TLR9-MyD88 inh: 4; NR5A2 inv ag: 6; LMP1 NFkB inh: -3; SRC1 inh: 5; NOD2 RIPK2 PPI: 10; NCOA3 inh: 10

What do the screens show for `O=C(Nc1ccc2c(c1)OCO2)N1CCN(c2ccccc2Cl)CC1`?
MC4R antag cAMP: 4; MC4R barr agon: -2.3; ABHD5-PLIN5 inh: -2; NCOA2 inhibitor: -42; COUP-TFII inh: -34; TLR9-MyD88 inh: -12; NR5A2 inv ag: -71; LMP1 NFkB inh: -28; SRC1 inh: -50; NOD2 RIPK2 PPI: -27; NCOA3 inh: -46

Results for COc1cc([N+](=O)[O-])cc(/C=N/NC(=O)c2ccc(C)nc2)c1O ?
MC4R antag cAMP: -7; MC4R barr agon: -1.6; ABHD5-PLIN5 inh: 4; NCOA2 inhibitor: 4; COUP-TFII inh: 3; TLR9-MyD88 inh: -5; NR5A2 inv ag: 3; LMP1 NFkB inh: 3; SRC1 inh: -7; NOD2 RIPK2 PPI: -1; NCOA3 inh: 15

What do the screens show for `N#Cc1cccc2cccc(S(=O)(=O)N3CCOCC3)c12`?
MC4R antag cAMP: 0; MC4R barr agon: -0.1; ABHD5-PLIN5 inh: -1; NCOA2 inhibitor: -26; COUP-TFII inh: -3; TLR9-MyD88 inh: -2; NR5A2 inv ag: 10; LMP1 NFkB inh: -1; SRC1 inh: -1; NOD2 RIPK2 PPI: -7; NCOA3 inh: 14

Reprinted at random: 2 records from the list, in no set order.
What do the screens show for `COCCn1c(C)cc(/C=C2\NC(=S)N(C)C2=O)c1C`?
MC4R antag cAMP: -4; MC4R barr agon: -1.4; ABHD5-PLIN5 inh: -5; NCOA2 inhibitor: 15; COUP-TFII inh: -2; TLR9-MyD88 inh: 2; NR5A2 inv ag: 0; LMP1 NFkB inh: -1; SRC1 inh: 5; NOD2 RIPK2 PPI: -15; NCOA3 inh: -7

What do the screens show for `O=C(c1cc(COc2ccc(F)cc2Cl)on1)N1CCC(c2ccncc2)CC1`?
MC4R antag cAMP: 7; MC4R barr agon: -0.8; ABHD5-PLIN5 inh: 3; NCOA2 inhibitor: 11; COUP-TFII inh: 39*; TLR9-MyD88 inh: 2; NR5A2 inv ag: 17; LMP1 NFkB inh: -18; SRC1 inh: 1; NOD2 RIPK2 PPI: -7; NCOA3 inh: 13

An excerpt; the hit share may differ from the screen's.
